Screening data deposited in PubChem BioAssay by several laboratories.
Tb MetRS inh: Trypanosoma brucei MetRS inhibition | purified T. brucei MetRS, ATP depletion, Kinase-Glo luminescence | inhibition, % at 11.9 µM | hit rate 0.4% among 360,000 | AID 624268;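 active = inhibition above a per-plate cutoff of the control wells' mean inhibition plus 3 SD, cut at about 5.5% in these data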;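 note: 0% = DMSO wells median and 100% = median of wells with control inhibitor compound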
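Dosing: 11.9 µM compound single dose, 0.9% DMSO; Assay system: purified T. brucei MetRS enzyme; Measured by: Kinase-Glo luciferase luminescence reporting remaining unconsumed ATP; Schedule: 15 min plus 2 h at 25 °C.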
PABP1 MLLE inh: blocks PAM2 peptide binding to the PABP1 MLLE domain; GST-MLLE / FITC-PAM2 fluorescence polarization; hit rate 0.36% among 360,000; inhibition, % at 20 µM; in the data active = inhibition above about 35%, passing the limit was not always enough;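 note: plate controls were DMSO wells with GST-MLLE for no effect and wells lacking GST-MLLE protein for full effect; some results filed as inactive read as strong as hits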
MsrA act: activates bovine MsrA enzyme | purified bovine MsrA, absorbance read-out | activation, % at 10.6 µM | hit rate 0.3% among 360,000; in the data active = activation above about 7.5%;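 note: 0% = vehicle and 100% = reference activator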
MT1-MMP act inh: inhibitors of human MT1-MMP activation; P50281; hit rate 0.061% among 360,000; AID 651647; GFP/RFP ratio change, % at 20 µM; HT1080 RFP-PRO-GFP cells, GFP/RFP ratio fluorescence, overnight; percent of plate control window, DMSO zero;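 active = GFP/RFP ratio change of at least 30% with cell ATP level not reduced by more than half and red fluorescence within 50% of control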; note: strong numbers were not always called active
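Test system: HT1080 RFP-PRO-GFP cells; Benchmarks: DMSO and RFP-L50D-GFP cell wells; Timing: cells overnight before dosing, compound overnight, 37 °C, 5% CO2; Compound: one 20 µM compound dose with 1% DMSO; Read-out: GFP/RFP fluorescence ratio.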
NRP1-CendR mod: alters CendR peptide binding to human NRP-1; O14786; FAM-RPARPAR peptide binding to NRP-1, fluorescence polarization; inhibition, % at 25 µM; hit rate 0.85% among 360,000; AID 602438;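 active = inhibition or corrected inhibition above about 18%, plus a signal ratio from 0.5 to 1.5, limit read from the data, passing the limit was not always enough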; note: strong numbers were not always called active
FAS TE block: FAS thioesterase (human) inhibition; P49327; recombinant FAS-TE, OMFH fluorogenic substrate, fluorescence endpoint; inhibition, % at 15 µM; hit rate 0.67% among 360,000; AID 602261;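 active = compounds whose normalised, plate-corrected inhibition of enzyme fluorescence in the single-dose primary screen is 50% or more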;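 note: 0% = DMSO with enzyme and 100% = substrate without enzyme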
eLon inh: inhibits E. coli Lon protease; purified E. coli Lon protease, fluorescence polarization; inhibition, % at 7.94 µM; hit rate 0.42% among 360,000; AID 602123; in the data active = inhibition above about 13%, passing the limit was not always enough;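 note: 0% = enzyme with probe and DMSO and 100% = no enzyme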
Target sequence (P0A9M0 whole entry, looked up): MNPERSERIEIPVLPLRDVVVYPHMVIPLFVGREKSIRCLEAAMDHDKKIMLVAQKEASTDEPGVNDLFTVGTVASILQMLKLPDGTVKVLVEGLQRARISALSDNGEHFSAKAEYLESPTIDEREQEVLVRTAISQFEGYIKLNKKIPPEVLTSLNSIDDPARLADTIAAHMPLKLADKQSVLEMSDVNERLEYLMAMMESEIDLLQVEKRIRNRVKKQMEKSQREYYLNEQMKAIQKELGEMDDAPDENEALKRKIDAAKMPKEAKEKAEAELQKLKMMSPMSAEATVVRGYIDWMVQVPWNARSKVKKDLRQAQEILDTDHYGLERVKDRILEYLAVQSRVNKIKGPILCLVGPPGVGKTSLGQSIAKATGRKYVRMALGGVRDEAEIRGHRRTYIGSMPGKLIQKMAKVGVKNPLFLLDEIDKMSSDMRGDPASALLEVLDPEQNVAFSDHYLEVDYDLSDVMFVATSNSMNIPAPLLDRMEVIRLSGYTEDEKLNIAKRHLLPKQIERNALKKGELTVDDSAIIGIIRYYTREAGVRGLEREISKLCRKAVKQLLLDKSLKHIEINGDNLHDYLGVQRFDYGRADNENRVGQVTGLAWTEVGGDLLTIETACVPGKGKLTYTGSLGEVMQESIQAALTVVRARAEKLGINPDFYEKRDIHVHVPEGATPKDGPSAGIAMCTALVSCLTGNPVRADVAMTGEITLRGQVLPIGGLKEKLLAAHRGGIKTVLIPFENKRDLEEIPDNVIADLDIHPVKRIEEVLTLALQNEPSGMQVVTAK
SKN-1 block: inhibitors of C. elegans SKN-1; C. elegans VP596 Pgst-4::GFP/RFP ratio, acrylamide-induced, 24 h; inhibition, % at 21.8 µM; hit rate 0.49% among 360,000;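 active = interference check ratio from 0.5 to 1.5 plus GFP to RFP signal ratio inhibition reaching or exceeding a fixed threshold, cut at about 30% in these data, passing the limit was not always enough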; note: some compounds called inactive have numbers as strong as hits
MsrA inhibitor: bovine MsrA inhibition. purified bovine MsrA, absorbance read-out. inhibition, % at 15.5 µM. hit rate 0.75% among 360,000. AID 651718; in the data active = inhibition above about 4.5%;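 note: 0% = vehicle wells with enzyme and 100% = reference inhibitor wells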
* = called active by the depositor.

`COc1ccc(OC)c(S(=O)(=O)Nc2ccc3c(c2)OCCO3)c1` gave Tb MetRS inh -0.1, PABP1 MLLE inh 4, MsrA act -3, MT1-MMP act inh -1, NRP1-CendR mod 7, FAS TE block -1, eLon inh -10, SKN-1 block 6 and MsrA inhibitor 0.2.
For O=C(OCc1cn(Cc2ccccc2)nn1)c1ccccc1 the results were Tb MetRS inh -0.5, PABP1 MLLE inh 13, MsrA act -6, MT1-MMP act inh 1, NRP1-CendR mod 0, FAS TE block 1, eLon inh -3, SKN-1 block -9 and MsrA inhibitor 0.9.
CNC(=O)c1cc(S(=O)(=O)Nc2ccc3c(c2)OCCO3)ccc1C was read as Tb MetRS inh -0.8, PABP1 MLLE inh -11, MsrA act -2, MT1-MMP act inh 2, NRP1-CendR mod 13, FAS TE block 0, eLon inh -3, SKN-1 block 16 and MsrA inhibitor -0.5.
For Cc1cc(SCc2ccccc2Cl)nc(=O)[nH]1 the results were Tb MetRS inh 0.0, PABP1 MLLE inh -37, MsrA act -1, MT1-MMP act inh -5, NRP1-CendR mod -12, FAS TE block -2, eLon inh -16, SKN-1 block -9 and MsrA inhibitor -0.1.
CCc1ccc2c(c1)NC(=O)C2(C)Cc1cccc(F)c1 (stereo unspecified) was read as Tb MetRS inh 0.4, PABP1 MLLE inh -9, MsrA act 0, MT1-MMP act inh 1, NRP1-CendR mod 8, FAS TE block 2, eLon inh -6, SKN-1 block 12 and MsrA inhibitor 0.1.
Screening COc1ccccc1CN(C)C(=O)c1cnc(C)cn1 returned Tb MetRS inh -0.5, PABP1 MLLE inh -14, MsrA act -1, MT1-MMP act inh 5, NRP1-CendR mod -1, FAS TE block -7, eLon inh 1, SKN-1 block 14 and MsrA inhibitor 0.6.
`CC(C)(C)C(=O)OCc1nc(-c2ccc(F)cc2)cs1` gave Tb MetRS inh -0.6, PABP1 MLLE inh 10, MsrA act -2, MT1-MMP act inh 3, NRP1-CendR mod -12, FAS TE block 35, eLon inh -1, SKN-1 block -12 and MsrA inhibitor -1.2.
Screening CCOC(=O)c1ccc(S(=O)(=O)N2CCC(C(=O)OCC)CC2)cc1 returned Tb MetRS inh -0.1, PABP1 MLLE inh -5, MsrA act -1, MT1-MMP act inh 1, NRP1-CendR mod 11, FAS TE block -8, eLon inh 10, SKN-1 block 19 and MsrA inhibitor -0.8.
CCCc1cc(=O)oc2cc(C)cc(OCC(=O)Nc3ccc(S(N)(=O)=O)cc3)c12 was read as Tb MetRS inh -0.8, PABP1 MLLE inh 1, MsrA act -8, MT1-MMP act inh -4, NRP1-CendR mod -4, FAS TE block -2, eLon inh 3, SKN-1 block 15 and MsrA inhibitor -0.3.
For CC(=O)Nc1cccc(/C(C)=N/NC(=O)c2ccc(NS(=O)(=O)c3cccs3)cc2)c1 the results were Tb MetRS inh 0.1, PABP1 MLLE inh -4, MsrA act -4, MT1-MMP act inh 2, NRP1-CendR mod -8, FAS TE block -5, eLon inh 3, SKN-1 block 6 and MsrA inhibitor 2.2.
For COc1ccc(N2CCN(C(=O)C(CCSC)N=C3NS(=O)(=O)c4ccccc43)CC2)cc1 (stereo unspecified) the results were Tb MetRS inh 0.0, PABP1 MLLE inh 5, MsrA act 1, MT1-MMP act inh -15, NRP1-CendR mod 17, FAS TE block 1, eLon inh -2, SKN-1 block 9 and MsrA inhibitor -1.3.
O=C(N/N=C/c1ccncc1)c1cc([N+](=O)[O-])cc([N+](=O)[O-])c1 was read as Tb MetRS inh -1.1, PABP1 MLLE inh 9, MsrA act -10, MT1-MMP act inh -4, NRP1-CendR mod -8, FAS TE block -12, eLon inh -6, SKN-1 block 6 and MsrA inhibitor 0.0.
Screening CCOC(=O)CN1CC23C=CC(O2)C(C(=O)NCc2ccc(C)cc2)C3C1=O (stereo unspecified) returned Tb MetRS inh 0.1, PABP1 MLLE inh 8, MsrA act -2, MT1-MMP act inh 1, NRP1-CendR mod 7, FAS TE block -9, eLon inh -2, SKN-1 block -3 and MsrA inhibitor 0.2.
`CCOc1ccc(NC(=S)N2CCC(NC(=O)C3CCCCC3)CC2)cc1` gave Tb MetRS inh 0.9, PABP1 MLLE inh -100, MsrA act -3, MT1-MMP act inh 3, NRP1-CendR mod -4, FAS TE block -5, eLon inh 6, SKN-1 block -15 and MsrA inhibitor 0.1.
O=C(Nc1cccc2cccnc12)c1cccc2ccccc12 was read as Tb MetRS inh -0.2, PABP1 MLLE inh 8, MsrA act -3, MT1-MMP act inh -1, NRP1-CendR mod -36, FAS TE block 25, eLon inh -2, SKN-1 block 15 and MsrA inhibitor -0.7.
`Cc1cccc(-c2oc(C)c(C)[n+]2[O-])c1` gave Tb MetRS inh -1.1, PABP1 MLLE inh 10, MsrA act -10, MT1-MMP act inh 6, NRP1-CendR mod 4, FAS TE block -7, eLon inh -19, SKN-1 block -26 and MsrA inhibitor -0.6.
For CSc1nc(N2CCN(c3ccccc3)CC2)cc(N2CCN(c3ccccc3)CC2)n1 the results were Tb MetRS inh -0.8, PABP1 MLLE inh 5, MsrA act -7, MT1-MMP act inh -3, NRP1-CendR mod 7, FAS TE block 23, eLon inh 1, SKN-1 block 10 and MsrA inhibitor 1.4.
Screening CC(C)[C@H](NC(=O)N1CCn2c1nc1ccccc12)C(=O)NC1CC1 returned Tb MetRS inh -0.6, PABP1 MLLE inh -2, MsrA act -6, MT1-MMP act inh 7, NRP1-CendR mod -6, FAS TE block -6, eLon inh 4, SKN-1 block -2 and MsrA inhibitor 0.6.
`Clc1cccc(Cl)c1CNC1CCCC1` gave Tb MetRS inh -0.1, PABP1 MLLE inh 2, MsrA act 0, MT1-MMP act inh 6, NRP1-CendR mod -2, FAS TE block -5, eLon inh -18, SKN-1 block 18 and MsrA inhibitor -1.2.
Screening COc1ccc(/C(C)=N\NS(C)(=O)=O)c(OC)c1 returned Tb MetRS inh 0.4, PABP1 MLLE inh -5, MsrA act -1, MT1-MMP act inh -1, NRP1-CendR mod 3, FAS TE block -8, eLon inh 4, SKN-1 block 10 and MsrA inhibitor -0.1.

Arranged by number of heavy atoms (highest first): part of the list above.
Screening CC(C)[C@H](NC(=O)N1CCn2c1nc1ccccc12)C(=O)NC1CC1 returned Tb MetRS inh -0.6, PABP1 MLLE inh -2, MsrA act -6, MT1-MMP act inh 7, NRP1-CendR mod -6, FAS TE block -6, eLon inh 4, SKN-1 block -2 and MsrA inhibitor 0.6.
O=C(Nc1cccc2cccnc12)c1cccc2ccccc12 was read as Tb MetRS inh -0.2, PABP1 MLLE inh 8, MsrA act -3, MT1-MMP act inh -1, NRP1-CendR mod -36, FAS TE block 25, eLon inh -2, SKN-1 block 15 and MsrA inhibitor -0.7.
Screening COc1ccc(/C(C)=N\NS(C)(=O)=O)c(OC)c1 returned Tb MetRS inh 0.4, PABP1 MLLE inh -5, MsrA act -1, MT1-MMP act inh -1, NRP1-CendR mod 3, FAS TE block -8, eLon inh 4, SKN-1 block 10 and MsrA inhibitor -0.1.
`Clc1cccc(Cl)c1CNC1CCCC1` gave Tb MetRS inh -0.1, PABP1 MLLE inh 2, MsrA act 0, MT1-MMP act inh 6, NRP1-CendR mod -2, FAS TE block -5, eLon inh -18, SKN-1 block 18 and MsrA inhibitor -1.2.

The listing continues:
For O=S1(=O)CC(N2CCCCC2)CN1Cc1ccccc1 (stereo unspecified) the results were Tb MetRS inh -0.2, PABP1 MLLE inh -6, MsrA act -3, MT1-MMP act inh 4, NRP1-CendR mod 6, FAS TE block -13, eLon inh 4, SKN-1 block 2 and MsrA inhibitor -0.6.
CC(=O)Oc1cccc(C(=O)Nc2ccc3c(c2)C(=O)N(CC2CCCO2)C3=O)c1 (stereo unspecified) was read as Tb MetRS inh -0.6, PABP1 MLLE inh -6, MsrA act -7, MT1-MMP act inh 4, NRP1-CendR mod 14, FAS TE block -3, eLon inh -2, SKN-1 block -9 and MsrA inhibitor 1.0.
`Cc1cc(N2CCCC2)nc(-c2ccccc2O)n1` gave Tb MetRS inh 0.0, PABP1 MLLE inh 9, MsrA act 3, MT1-MMP act inh 1, NRP1-CendR mod -3, FAS TE block 4, eLon inh -3, SKN-1 block 6 and MsrA inhibitor 0.4.
`Oc1ccccc1N1CCN(c2ncnc3scc(-c4ccc(F)cc4)c23)CC1` gave Tb MetRS inh 0.2, PABP1 MLLE inh -1, MsrA act -1, MT1-MMP act inh -6, NRP1-CendR mod 5, FAS TE block 20, eLon inh -10, SKN-1 block -1 and MsrA inhibitor -0.7.
For Cc1ccc(C(=O)Nc2ccc(Cl)cn2)cc1 the results were Tb MetRS inh -0.4, PABP1 MLLE inh -2, MsrA act 0, MT1-MMP act inh 2, NRP1-CendR mod 4, FAS TE block -1, eLon inh 2, SKN-1 block 13 and MsrA inhibitor 1.1.
COC(=O)CCN(C1CCCCC1)S(=O)(=O)c1ccc(S(=O)(=O)N2CCCCC2)cc1 was read as Tb MetRS inh -0.3, PABP1 MLLE inh 3, MsrA act -1, MT1-MMP act inh -2, NRP1-CendR mod 12, FAS TE block 30, eLon inh 3, SKN-1 block 6 and MsrA inhibitor -0.8.
`COc1ccc(CNC(=O)c2ccc(Cl)c(NC3=NC4CS(=O)(=O)CC4S3)c2)cc1` (stereo unspecified) gave Tb MetRS inh -0.8, PABP1 MLLE inh -124, MsrA act -9, MT1-MMP act inh 2, NRP1-CendR mod 1, FAS TE block -2, eLon inh -3, SKN-1 block -12 and MsrA inhibitor 0.1.
Screening CCc1ccc(NC(=O)Nc2c(C)n(C)n(-c3ccccc3)c2=O)cc1 returned Tb MetRS inh 0.4, PABP1 MLLE inh 9, MsrA act -1, MT1-MMP act inh 6, NRP1-CendR mod -1, FAS TE block 0, eLon inh 9, SKN-1 block 2 and MsrA inhibitor 0.5.
For Cc1ccccc1C(=O)N1CCC(C(=O)Nc2sccc2C(N)=O)CC1 the results were Tb MetRS inh 0.0, PABP1 MLLE inh -4, MsrA act -3, MT1-MMP act inh -1, NRP1-CendR mod -6, FAS TE block -3, eLon inh -2, SKN-1 block 13 and MsrA inhibitor -0.1.
`O=c1c(F)cn(C2CCCO2)c(=O)n1Cc1c(F)cccc1Cl` (stereo unspecified) gave Tb MetRS inh -0.4, PABP1 MLLE inh -8, MsrA act -3, MT1-MMP act inh 3, NRP1-CendR mod -6, FAS TE block -5, eLon inh 2, SKN-1 block -8 and MsrA inhibitor -0.5.
Screening CC1CCCN(C(=O)COC(=O)C2CCN(S(=O)(=O)c3ccc4c(c3)OCCO4)CC2)C1 (stereo unspecified) returned Tb MetRS inh -0.8, PABP1 MLLE inh -5, MsrA act -8, MT1-MMP act inh 11, NRP1-CendR mod 8, FAS TE block 0, eLon inh 18, SKN-1 block -1 and MsrA inhibitor -0.5.
CCOc1ccc(NCC(=O)c2ccc(C)cc2)cc1 was read as Tb MetRS inh -0.8, PABP1 MLLE inh 6, MsrA act -5, MT1-MMP act inh -2, NRP1-CendR mod -1, FAS TE block 2, eLon inh -7, SKN-1 block -1 and MsrA inhibitor -1.4.
